High-throughput results (PubChem BioAssay)
IDE inh = cellular human IDE inhibition. HEK cells, FAbetaB cleavage, fluorescence polarization. inhibition, % at 5.59 µM. actives 0.41% (n = 320,000);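 active means percent inhibition above the average of all tested compounds plus 3 SD, set per screening campaign, cut at about 16% in these data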;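 further: IDE supplied by intact live HEK cells; FP after avidin binding of uncleaved biotin substrate so inhibition keeps polarization high; 0% = DMSO wells and 100% = 60 µM reference IDE inhibitor Ii1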
Target sequence (P14735 whole entry, looked up): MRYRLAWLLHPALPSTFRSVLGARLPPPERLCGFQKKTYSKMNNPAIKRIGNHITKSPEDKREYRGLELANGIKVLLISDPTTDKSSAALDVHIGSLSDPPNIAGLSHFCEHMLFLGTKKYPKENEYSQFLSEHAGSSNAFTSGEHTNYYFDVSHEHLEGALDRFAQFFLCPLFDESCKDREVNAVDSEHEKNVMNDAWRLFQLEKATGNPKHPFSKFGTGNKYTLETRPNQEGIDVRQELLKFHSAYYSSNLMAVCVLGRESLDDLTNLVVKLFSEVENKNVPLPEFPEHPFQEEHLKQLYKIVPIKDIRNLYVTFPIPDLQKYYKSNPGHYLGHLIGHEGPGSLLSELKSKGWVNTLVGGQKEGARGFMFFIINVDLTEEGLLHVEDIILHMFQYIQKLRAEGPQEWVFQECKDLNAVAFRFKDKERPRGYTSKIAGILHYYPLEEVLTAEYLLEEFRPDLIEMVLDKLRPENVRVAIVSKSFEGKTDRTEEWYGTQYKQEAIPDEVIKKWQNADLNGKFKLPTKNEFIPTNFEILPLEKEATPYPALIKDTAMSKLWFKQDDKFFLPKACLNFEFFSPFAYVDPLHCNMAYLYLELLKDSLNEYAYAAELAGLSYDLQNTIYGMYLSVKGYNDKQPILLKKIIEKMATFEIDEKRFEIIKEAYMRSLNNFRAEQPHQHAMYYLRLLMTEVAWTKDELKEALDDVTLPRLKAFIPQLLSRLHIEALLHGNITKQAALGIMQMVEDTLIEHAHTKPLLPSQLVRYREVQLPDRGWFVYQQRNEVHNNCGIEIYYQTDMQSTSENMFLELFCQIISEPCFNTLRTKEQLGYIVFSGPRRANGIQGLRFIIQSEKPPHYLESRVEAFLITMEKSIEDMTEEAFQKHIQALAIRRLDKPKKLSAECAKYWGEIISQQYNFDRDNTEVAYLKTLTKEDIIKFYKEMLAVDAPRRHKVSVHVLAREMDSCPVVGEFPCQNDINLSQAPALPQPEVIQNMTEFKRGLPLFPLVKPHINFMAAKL
GalR3 antagonist = blocks the human galanin receptor 3. inhibition, % at 3 µM. O60755. actives 0.44% (n = 360,000). HEK293 GalR3-CNG cAMP membrane potential fluorescence; galR3 body fused to GalR1 C-terminus;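 active means inhibition above the screen-wide average plus 3 SD, cut at about 13% in these data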;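 further: forskolin and galanin both at EC90 stimulate the cells; cAMP rise reported by CNG channel membrane potential dye signal; 0% = forskolin plus galanin with DMSO and 100% = forskolin alone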
UBC9 SUMO inh = blocks human SUMOylation mediated by UBC9. HTRF SUMOylation assay, SAE1/SAE2 + UBC9, in vitro. inhibition, % at 35 µM. actives 0.36% (n = 290,000); in the data active means inhibition above about 50%, passing the limit was not always enough; further: strong numbers were not always called active
IDE cell activ = IDE (human) activation, cell-based; P14735; HEK cells, FAbeta-B cleavage, fluorescence polarization; 0% vehicle, 100% cell-free pure enzyme wells; activation, % at 5.96 µM; actives 0.073% (n = 340,000); AID 493087;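 active means activation above the mean of all tested compounds plus 3 SD, set per screening campaign, cut at about 17% in these data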
VIM-2 inhibitor = inhibitors of Pseudomonas aeruginosa VIM-2 metallo-beta-lactamase; purified VIM-2, nitrocefin hydrolysis, epi-absorbance fluorescence; inhibition, % at 5.6 µM; actives 0.89% (n = 290,000);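 active means inhibition above the mean of all tested compounds plus 3 SD, cutoff set per screening run, cut at about 7.5% in these data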;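 further: red hydrolysis product quenches plate fluorescence so inhibitors raise well fluorescence; 0% = enzyme with DMSO and 100% = DMSO without enzyme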
NS3 helicase inh = HCV NS3 helicase inhibition. NS3 helicase DNA unwinding, Cy5 molecular beacon fluorescence. inhibition, % at 10.9 µM. actives 0.56% (n = 290,000). AID 1800;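 active means inhibition above the mean of all tested compounds plus 3 SD, set per campaign, cut at about 35% in these data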;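 further: 0% = DMSO wells and 100% = thioflavine S control wells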
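System: HCV NS3 helicase fragment; control set: DMSO and thioflavine S; technique: Cy5 fluorescence at 0 and 60 min, beacon hairpin quenching; reagent: beacon DNA duplex substrate plus ATP; replicates: singlicate; schedule: 1 h reaction at 25 °C, ATP-initiated; medium: MOPS buffer pH 6.5 with MgCl2, DTT, Tween20, BSA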
IMP-1 inhibitor = inhibitors of Pseudomonas aeruginosa IMP-1 metallo-beta-lactamase; actives 0.45% (n = 290,000); purified IMP-1, nitrocefin hydrolysis, epi-absorbance fluorescence; inhibition, % at 5.6 µM;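 active means inhibition above the mean plus 3 SD of all compounds in the same screening run, cut at about 4.5% in these data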;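 further: 0% = IMP-1 with DMSO and 100% = DMSO wells lacking enzyme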
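Test system: recombinant IMP-1 enzyme, purified / Medium: HEPES buffer pH 7.1 with ZnSO4 and Brij 35 / Doses: single dose, 5.6 µM / Times: 25 °C, 15 min preincubation, 25 min reaction / Detection: Epi-absorbance via hydrolysed-nitrocefin quenching of white-plate fluorescence, 480/530 nm, EDTA stop / Evaluation: percent inhibition from optical density relative to buffer-blank wells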
p-CIP stab down = compounds decreasing mouse p/CIP protein stability | Q05BA5 | F442A p/CIP-EGFP cells, EGFP fluorescence, 16 h | decrease of EGFP signal, % at 10 µM | actives 0.01% (n = 290,000) | AID 1984;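 active means EGFP signal decrease of at least 30% at 10 µM or well 3 SD below plate mean, unless failing retest; inactive means the rest, including hits failing retest or dose response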; further: some compounds called inactive have numbers as strong as hits; many of its hits are not listed in these tables
CRFR2-BP antag = blocks CRF-induced signaling of the CRF-BP/CRF-R2 complex. HEK293 CRF-R2/CRF-BP, CRF-induced calcium fluorescence. actives 0.59% (n = 350,000). inhibition, % at 11.8 µM. AID 588475;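 active means inhibition of the ligand-induced calcium signal above about 50% at the single tested concentration, limit read from the data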
Starred values were filed as active, the others as inactive; . = not tested or not shown. The order is random. About 3.2% of those tested had a hit in this group.

SMILES	IDE inh	GalR3 antagonist	UBC9 SUMO inh	IDE cell activ	VIM-2 inhibitor	NS3 helicase inh	IMP-1 inhibitor	p-CIP stab down	CRFR2-BP antag
Cc1nnc(SCc2c(Cl)cccc2Cl)n(N)c1=O	1	-6	6	2	1.7	-3	-0.3	-7	4
CCCCOC(=O)c1sc2nc(C)cc(C)c2c1N	3	.	9	.	-0.8	-10	-0.9	11	-1
CCCN1CCN(C(=O)C2CCN(S(=O)(=O)c3ccc4c(c3)NC(=O)C(C)S4)CC2)CC1 (centres undefined)	2	4	3	4	-4.7	-6	-1.5	-7	12
CCOc1cc(C2C(C#N)=C(N)OC(C)=C2C(C)=O)c(Br)c(Br)c1OC(C)C (centres undefined)	0	.	3	7	-3.1	3	1.3	-8	-52
O=S1(=O)N=C2CCCCCN2C(c2ccncc2)N1 (centres undefined)	5	-3	10	0	-2.3	15	-3.1	-6	9
O=C(NCc1ccco1)NC(=O)c1csc([N+](=O)[O-])c1	-4	-3	4	5	-2.6	-2	-2.8	-1	-5
CCOC(=O)c1ccc(N2CCOCC2)c(NC(=O)c2ccc3c(c2)OCO3)c1	4	-2	-16	8	-3.4	-12	-1.5	5	-30
O=C(Cn1nnc(-c2cccs2)n1)NCCc1ccccc1	3	-3	-10	1	-2.8	-7	-1.7	3	11
O=C1N/C(=C\c2ccc(O)cc2)C(=O)c2ccccc21	-5	.	38	-9	-1.5	-6	-1.9	10	-49
COc1ccccc1NC(=O)c1cc(S(=O)(=O)N2CCC3(CC2)OCCO3)ccc1F	7	.	17	-2	-0.6	-3	-1.8	2	20
COc1ccc(NC(=O)CSc2nncn2C)c([N+](=O)[O-])c1	-4	-2	-7	4	-4.5	-3	-1.9	3	17
N#CC(C(=O)CCN1C(=O)C2CC=CCC2C1=O)c1nc2ccccc2[nH]1 (centres undefined)	0	3	1	-3	-4.5	-4	-3.5	9	2
CCOc1ccc2nc(SC3CC(=O)N(c4ccc(OC)cc4)C3=O)sc2c1 (centres undefined)	2	-6	16	-14	-1.8	1	-1.8	-9	-8
COC(=O)c1ccc(S(=O)(=O)N2CCC(c3nc4ccccc4o3)CC2)cc1	-3	-5	3	2	-2.8	-9	-2.1	-4	7
COc1ccc(C(=O)NCC(=O)NCC(=O)OCC(=O)c2ccc(Br)cc2)cc1	-5	-3	18	-2	-2.2	13	-1.5	-8	-6
CC(Oc1ccccc1)C(=O)NC1CCSc2ccccc21 (centres undefined)	-4	-3	.	0	.	.	.	.	0
CC(=O)N(CCC1(c2ccc(C)cc2)CCOC(C(C)C)C1)Cc1ccco1 (centres undefined)	-2	-6	-13	1	0.5	0	-1.1	2	-4
CCn1c(SCC(=O)c2[nH]c(C)c(C(C)=O)c2C)nnc1-c1ccccc1	6	-3	27	-3	0.9	12	-3.6	-5	-14
COc1ccc(OCC(=O)NNC(=O)C2CCN(c3ncnc4sc(C)c(C)c34)CC2)cc1	5	-7	.	-12	.	.	.	.	5
C[C@@H]1O[C@@H](OC[C@H]2O[C@@H](Oc3c(-c4ccc(O)cc4)oc4cc(O)cc(O)c4c3=O)[C@H](O)[C@@H](O)[C@@H]2O)[C@H](O)[C@H](O)[C@H]1O	1	-4	.	0	.	.	.	.	15
CCc1nc2ccc(C(=O)N3CCN(c4cc(C)ccc4C)CC3)cc2nc1CC	1	0	-10	1	-0.9	-14	-4.5	9	-29
O=C(Nc1ccncc1)c1c(F)c(F)c(F)c(F)c1F	3	-8	-6	6	-0.4	7	1.0	13	1
C/C(=N\Nc1ccc2nncn2n1)c1ccc(Br)s1	-2	3	41	-3	4.2	-3	-2.8	0	4
O=C(Nc1nc(-c2ccccc2)cs1)c1ccccc1NS(=O)(=O)c1ccc(F)cc1	0	17*	.	4	0.6	-44	0.7	-11	101*
COc1ccc(N2CCN(C(=O)C3CCN(C(=O)c4ccccc4Cl)CC3)CC2)cc1	4	-5	-2	0	-2.7	0	-3.1	-2	3
CC(=O)c1cccc(NC(=O)CC2CCCC2)c1	-1	-7	18	3	-4.0	2	-2.6	-6	-1
CCCN(CCC)C(=O)/C=C/c1cccc([N+](=O)[O-])c1	-11	-4	19	6	-0.7	-14	-3.4	1	17
CCOc1cccc(-c2nnc3sc(-c4cccs4)nn23)c1	7	-3	23	5	-0.9	3	-1.6	-11	-25
CCC(C)[C@H](N)C(=O)NC[C@H]1CC[C@H](C(=O)N[C@@H](Cc2ccccc2)C(=O)O)CC1 (some centres undefined)	.	-12	-2	4	-1.7	-10	-1.2	-2	-3
COc1ccc(-c2csc(NC(=O)c3ccoc3C)n2)cc1	3	-2	-12	-1	-2.3	-3	-1.3	-6	1
Cc1ccc(-n2c(C)nnc2SCC(=O)N2CCc3ccccc3C2)cc1C	-1	-1	-15	0	-0.9	-1	-2.2	-10	7
Cc1ccc(SCCNC(=O)c2ccc(C)c([N+](=O)[O-])c2)cc1	-3	-4	12	4	-1.2	-3	0.5	-12	-4
COc1cc(SC)ccc1C(=O)N1CCCCCC1	-3	-4	18	4	-3.8	4	-2.8	-1	-7
O=C(c1ccco1)N1CCn2cccc2C1c1ccccc1 (centres undefined)	2	3	14	0	2.8	8	-1.0	9	4
Cc1cc(C(=O)Nc2ccc(Br)cn2)sc1C	4	-7	.	-3	.	.	.	.	2
CC1(C)CC(=O)C(C(c2cccnc2)C2C(=O)CC(C)(C)CC2=O)C(=O)C1	0	-3	3	4	-3.0	-2	-0.8	-1	0
OCC[C@H]1C[C@H](O)[C@@H](O)[C@@]2(Cc3ccccc3CO2)O1	0	2	.	4	.	.	.	.	1
COc1ccc(CNC(=O)C[C@H]2C(=O)N(Cc3ccc(OC)cc3)C[C@@H]2Cc2ccccc2)cc1	5	5	4	-1	3.2	13	1.1	3	3
CC(C)On1c(SC(C)C)nc2ccccc2c1=O	-3	-4	-15	1	-1.4	-4	-3.1	4	0
Cn1sc(NC(=O)c2ccc(Cl)cc2)nc1=O	5	-1	-5	3	-0.3	1	-1.1	12	19

One compound at a time, from the list above. Order of values: IDE inh, GalR3 antagonist, UBC9 SUMO inh, IDE cell activ, VIM-2 inhibitor, NS3 helicase inh, IMP-1 inhibitor, p-CIP stab down, CRFR2-BP antag
Cn1sc(NC(=O)c2ccc(Cl)cc2)nc1=O as listed: 5, -1, -5, 3, -0.3, 1, -1.1, 12, 19
O=C(c1ccco1)N1CCn2cccc2C1c1ccccc1 (centres undefined) as listed: 2, 3, 14, 0, 2.8, 8, -1.0, 9, 4
Cc1ccc(SCCNC(=O)c2ccc(C)c([N+](=O)[O-])c2)cc1 as listed: -3, -4, 12, 4, -1.2, -3, 0.5, -12, -4
CC(C)On1c(SC(C)C)nc2ccccc2c1=O as listed: -3, -4, -15, 1, -1.4, -4, -3.1, 4, 0

The list continues:
SMILES	IDE inh	GalR3 antagonist	UBC9 SUMO inh	IDE cell activ	VIM-2 inhibitor	NS3 helicase inh	IMP-1 inhibitor	p-CIP stab down	CRFR2-BP antag
CCc1ccc2[nH]c3nc(SCc4nnc(-c5ccccc5)o4)nnc3c2c1	4	2	-16	0	-1.0	2	-2.0	5	7
CCC(C)NS(=O)(=O)c1ccc(F)c(C(=O)Nc2c(F)cc(F)cc2Br)c1 (centres undefined)	4	-6	-5	2	0.5	11	0.1	15	7
CC(OC(=O)c1ccc(NS(=O)(=O)c2cccs2)cc1)C(=O)N(C)C1CCCCC1 (centres undefined)	-1	-4	5	3	-0.3	-7	-2.6	-4	28
O=C(Nc1ccc(Br)cc1)Nc1cnccn1	.	4	5	-1	-1.4	-7	-5.4	-4	3
CCOC(=O)C1=C(COC(=O)CNC(=O)c2ccc(C)cc2)NC(=O)NC1C (centres undefined)	3	-4	-2	2	-1.5	-10	-1.1	-1	-7
CCCCNC(=O)c1cn(CC)c2cc(N3CCN(C)CC3)c(F)cc2c1=O	2	-2	7	.	2.5	-8	-2.2	-5	19
Nc1cc(=O)[nH]c(SCC(=O)Nc2ccccc2-c2ccccc2)n1	5	-6	2	-1	1.2	5	-2.2	12	2
Brc1ccc(-c2nnc3sc(CNC4CCCC4)cn23)cc1	0	.	7	5	-2.5	0	-3.0	-6	-17
O=C1CCCN2N=C(SCC(=O)Nc3ccccc3C(F)(F)F)SC2=N1	-1	-2	5	-4	-1.2	1	-1.4	-4	6
O=S(=O)(c1ccccc1)N1CN(Cc2ccc(F)cc2)c2nc3ccccc3nc21	5	-9	-2	2	-2.4	-21	-3.3	2	-8
COc1ccccc1NS(=O)(=O)c1cc(C(=O)NCC(c2ccco2)N(C)C)ccc1C (centres undefined)	0	-3	.	5	.	.	.	.	-9
CCOC(=O)c1c(NC(=O)Cn2cnc3sc(C)c(-c4ccccc4)c3c2=O)sc(C)c1C	-7	-4	-9	4	-3.0	3	-2.8	4	20
COc1ccc(-c2nnc(SCc3nnc(-c4ccccc4)o3)n2-c2ccccc2)cc1	-2	-2	10	0	-5.7	5	-4.7	-6	8
CCOC(=O)CN1C(=O)C(=O)N(Cc2c(F)cccc2Cl)C1=O	6	-9	20	0	-3.0	-7	-2.7	-8	17
CCOC(=O)c1[nH]c2ccccc2c1NC(=S)Nc1ccccc1C	6	-4	8	1	-2.0	0	-2.9	1	-20
N=c1ccn(Cc2ccc(Cl)cc2)cc1	6	0	12	3	-2.6	1	-2.1	-10	-13
Cn1c(CC(=O)Nc2ccccc2F)nnc1SCC(=O)Nc1ccccc1Br	2	0	14	-3	-0.4	-8	-0.8	-8	3
O=C(N/N=C/c1cccnc1)c1ccccc1[N+](=O)[O-]	1	3	-11	2	0.5	-3	-2.4	11	3
O=C(NCCc1ccccc1)C(=O)N/N=C/c1ccccc1C(F)(F)F	1	-10	16	4	-1.4	-1	-0.1	-12	-1
COc1ccc(Nc2nc(Cl)nc(NCc3ccco3)n2)cc1	3	-6	28	2	-0.2	5	-3.1	2	7
COc1ccc(S(=O)(=O)N2CCN(C(=O)c3cc4c(s3)CCCC4)CC2)cc1	-5	-7	.	2	.	.	.	.	9
C/C(=N/NS(=O)(=O)c1ccc(C)cc1)[C@H]1C[C@@H]1c1ccccc1	7	4	3	8	-2.0	-15	-3.1	-8	5
N#C/C(=C\c1ccccc1)C(=O)Nc1ccccn1	-5	-7	32	5	-2.2	-3	-1.2	-15	-2
COc1cc(/C=C/C(=O)O)cc(S(=O)(=O)N2CCN(S(=O)(=O)c3ccc(Cl)cc3)CC2)c1OC	-2	-8	8	0	-1.0	15	0.5	6	13
Cc1cc(C(=O)COC(=O)C2=NN(c3ccccc3)C(=O)CC2)c(C)n1CC(F)(F)F	-4	-7	-3	-3	-3.9	-2	-3.2	-1	-6
c1ccc2c(CNCCN3CCOCC3)cccc2c1	5	-3	20	4	-1.6	5	-4.0	-9	-4
CCOC(=O)CCC(=O)OCC(=O)NC(C)C1CC2CCC1C2 (centres undefined)	1	-1	1	-5	0.2	-4	-1.2	-9	10
CCc1cccc(C)c1NC(=S)N1CCCC1C(=O)O (centres undefined)	1	-1	13	-2	-2.2	9	-2.9	-2	2
